TAAR1 agonist: agonists of human TAAR1; activation, % at 3 µM; 360,000 compounds, 0.99% hits; Q96RJ0; CHO RD-HGA16 TAAR1, Fluo-8 calcium fluorescence; vehicle wells 0%, saturating PEA agonist 100%;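 active = activation above the mean activation of all test compounds in the run plus 3 SD, cut at about 38% in these data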
Target sequence (Q96RJ0 whole entry, looked up): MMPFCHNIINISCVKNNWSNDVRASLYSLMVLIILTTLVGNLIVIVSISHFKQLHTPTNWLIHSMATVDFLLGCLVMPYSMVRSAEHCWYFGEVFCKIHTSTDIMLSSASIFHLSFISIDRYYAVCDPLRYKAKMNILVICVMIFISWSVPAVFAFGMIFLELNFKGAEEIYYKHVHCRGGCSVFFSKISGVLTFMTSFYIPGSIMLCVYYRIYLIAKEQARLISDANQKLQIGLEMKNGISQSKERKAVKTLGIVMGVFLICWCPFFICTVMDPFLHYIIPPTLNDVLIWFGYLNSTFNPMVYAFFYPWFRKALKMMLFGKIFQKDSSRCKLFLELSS
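Test system: RD-HGA16 (CHO) cells co-expressing Gα16 and hTAAR1 / Benchmarks: DMSO vehicle as 0%, PEA at EC100 as 100% / Repeats: no replicates (n 1) / Measure: % activation from peak over basal fluorescence ratio, DMSO-to-PEA scaled / Timing: 17-24 h plating, Fluo-8 75 min 37 °C, 30 min RT / Technique: kinetic Fluo-8 calcium fluorescence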
M1 ag parental: M1 agonist counterscreen hit in parental CHO-K1 cells. Fluo-8 calcium fluorescence; scaled to maximal ATP response, vehicle zero. activation, % at 3 µM. AID 602248. 360,000 compounds, 0.48% hits; in the data active = activation above about 15%;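 note: untransfected CHO-K1 host cells lacking M1 receptor as counterscreen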
OXTR potentiate: potentiators of human oxytocin receptor. P30559. CHO-OTR cells, Fluo-8 calcium fluorescence, potentiator mode; 0% = oxytocin EC15, 100% = EC100. activation, % at 3 µM. 320,000 compounds, 0.061% hits. AID 2445;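 active = activation above that plate's cutoff, the mean activation of tested compounds plus 3 SD, cut at about 6.6% in these data, passing the limit was not always enough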;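 note: 100% uses oxytocin at 75 nM as the full agonist control; some results filed as inactive read as strong as hits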
Target sequence (P30559 whole entry, looked up): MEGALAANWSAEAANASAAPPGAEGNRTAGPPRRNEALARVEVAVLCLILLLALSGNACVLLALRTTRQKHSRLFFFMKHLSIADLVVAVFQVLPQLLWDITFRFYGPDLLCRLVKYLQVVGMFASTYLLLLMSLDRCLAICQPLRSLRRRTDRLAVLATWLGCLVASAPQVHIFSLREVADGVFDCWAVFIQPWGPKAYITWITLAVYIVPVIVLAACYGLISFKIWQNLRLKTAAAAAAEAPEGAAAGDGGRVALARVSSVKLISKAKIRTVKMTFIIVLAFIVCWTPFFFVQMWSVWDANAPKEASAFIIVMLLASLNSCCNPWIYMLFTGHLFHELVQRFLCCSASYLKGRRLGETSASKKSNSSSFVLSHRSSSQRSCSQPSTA
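test system = CHO-OTR cells, human receptor | compound = single-point 3.0 µM | schedule = 6 min compound pre-incubation at room temperature, 100 s kinetic read | signal = Fluo-8 no-wash calcium dye fluorescence, excitation 470-495 nm, emission 515-575 nm | repeats = single well per compound, singlicate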
V1R ag counter: activates human V1a receptor in oxytocin agonist counter-screen; P37288; CHO-V1R cells, Fluo-8 calcium fluorescence, agonist mode; 0% DMSO, 100% 3 nM vasopressin; activation, % at 3 µM; 320,000 compounds, 0.25% hits;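 active = activation above the mean activation of all tested compounds plus 3 SD, per screening run, cut at about 20% in these data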;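 note: signal is peak over basal fluorescence ratio across a 100 second FLIPR read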
M1 PAM parental: M1 PAM counterscreen hit in parental CHO-K1 cells; ATP EC20, Fluo-8 calcium fluorescence; 0% at ATP EC20, 100% at ATP max; activation, % at 3 µM; 360,000 compounds, 0.02% hits; AID 602247;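 active = activation above the run cutoff, the mean activation of all test compounds plus 3 SD, cut at about 40% in these data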;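 note: peak over basal fluorescence ratio in a 140 s read after ATP addition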
CHO parental Ca: counter-screen for OX1R antagonists: effect in parental CHO cells | inhibition, % at 5.6 µM | 330,000 compounds, 0.63% hits | parental CHO-K1, ATP-induced calcium, Fluo-8 fluorescence | AID 463079;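 active = inhibition above that plate's mean sample inhibition plus 3 SD, cut at about 26% in these data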;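 note: 0% = ATP-challenged DMSO wells and 100% = DMSO wells without ATP; some compounds past the cut are filed as inactive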
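Material – parental CHO cells · Reagent – ATP stimulus · Compound – single nominal dose of 5.6 µM per compound · Detection – Fluo-8 fluorescence · Read-out basis – percent inhibition of calcium signal · Controls – ATP-challenged DMSO wells low, unchallenged DMSO wells high · Repeats – no replicates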
TAAR1 antag: human TAAR1 antagonism; Q96RJ0; 360,000 compounds, 1.5% hits; AID 624466; inhibition, % at 3 µM; CHO RD-HGA16 TAAR1, Fluo-8 calcium fluorescence, antagonist;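 active = inhibition above a per-plate cutoff, the mean inhibition of test compounds on that plate plus 3 SD, cut at about 49% in these data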;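 note: 0% = DMSO plus EC80 beta-PEA response and 100% = DMSO alone without agonist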
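Assay system: RD-HGA16 CHO cells with stable hTAAR1 and Gα16 / Reagent: EC80 β-phenethylamine stimulus / Doses: 3 µM, single point / Timing: dye loading 75 min at 37 °C, then 30 min room temperature / Measured by: Fluo-8 intracellular calcium dye fluorescence, real-time kinetic reads / Controls: vehicle wells and EC80 agonist wells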
CHO-K1 Ca antag: nonselective inhibitor or artifact in parental CHO-K1 cells; 360,000 compounds, 0.6% hits; ATP-induced calcium, Fluo-8 fluorescence; inhibition, % at 3 µM;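 active = inhibition above a per-plate cutoff, the plate's mean sample inhibition plus 3 SD, cut at about 24% in these data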;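 note: 0% = DMSO plus EC80 ATP and 100% = DMSO alone without ATP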
CHRM1 agonist: activates human CHRM1 receptor. P11229. CHO-K1 hM1, Fluo-8 calcium fluorescence, agonist mode; 0% DMSO, 100% acetylcholine EC100. activation, % at 3 µM. 360,000 compounds, 0.33% hits. AID 588814;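 active = activation above the run's mean compound activation plus 3 SD, cut at about 16% in these data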;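 note: peak over basal fluorescence ratio within a 140 s kinetic read after compound addition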
Starred values were filed as active, the others as inactive; / = no result given.

Molecule,TAAR1 agonist,M1 ag parental,OXTR potentiate,V1R ag counter,M1 PAM parental,CHO parental Ca,TAAR1 antag,CHO-K1 Ca antag,CHRM1 agonist
C=CCn1c(C)nnc1SCC(=O)c1[nH]c(C)c(C(C)=O)c1C,1,0.5,5,1.1,11,-2,-21,-13,-4
COc1cccc(-c2nc(CCl)cs2)c1OC,0,1.0,-4,-0.9,2,-3,4,-1,-1
NC(=NCCc1ccc(Cl)cc1)NS(=O)(=O)c1ccccc1,3,0.9,-5,1.2,-24,-12,-20,1,-1
Cc1cc(OCC(O)CN(CCO)CCO)ccc1Cl (stereo unspecified),6,0.1,-8,1.6,10,-5,-2,-9,-5
C/C(=N\NC(=O)c1ccccc1)C1C2C=CC(C2)C1(C)C (stereo unspecified),0,0.8,-5,-0.4,11,-13,-9,-3,-2
Cc1cc(S(=O)(=O)N2CCOCC2)ccc1F,3,0.5,-10,0.8,19,0,-18,-15,-3
COc1ccc(CC(=O)Oc2ccccc2C)cc1,-3,0.3,-13,-1.2,-1,0,-1,-2,0
O=C(Cn1c(=O)c2cccn2c2ccccc21)Nc1cc(F)ccc1F,8,2.1,-7,0.6,17,-26,-15,-8,-2
COc1cc(Cl)c(C)cc1NC(=O)CN1CCN(C(=O)C2CC2)CC1,/,3.4,-3,0.8,4,-10,/,-7,-3
O=C(/C=C/c1ccco1)Nc1ccccn1,2,0.3,-3,0.3,12,-5,13,-7,-2

Part of the list above in order of SMILES length, falling:
Molecule,TAAR1 agonist,M1 ag parental,OXTR potentiate,V1R ag counter,M1 PAM parental,CHO parental Ca,TAAR1 antag,CHO-K1 Ca antag,CHRM1 agonist
COc1cc(Cl)c(C)cc1NC(=O)CN1CCN(C(=O)C2CC2)CC1,/,3.4,-3,0.8,4,-10,/,-7,-3
COc1cccc(-c2nc(CCl)cs2)c1OC,0,1.0,-4,-0.9,2,-3,4,-1,-1
O=C(/C=C/c1ccco1)Nc1ccccn1,2,0.3,-3,0.3,12,-5,13,-7,-2

Other structures follow:
Molecule,TAAR1 agonist,M1 ag parental,OXTR potentiate,V1R ag counter,M1 PAM parental,CHO parental Ca,TAAR1 antag,CHO-K1 Ca antag,CHRM1 agonist
CC(=O)Nc1ccc(NC(=O)c2ccccc2N(Cc2ccccc2)S(C)(=O)=O)cc1,6,0.6,-6,0.7,16,1,-10,-9,1
Cc1ccnc(NC(=O)CCC(=O)N(CC(=O)NC2CCCCC2)C2CCCC2)c1,-1,0.8,-5,-0.5,13,5,-8,-7,-1
CC1CCN(Cc2nnnn2CCCC(=O)N(C)C2CCOC2)CC1 (stereo unspecified),8,3.7,-1,-0.2,17,-14,-15,-12,-4
CCOc1cc(CN2CCN(Cc3ccc(C)o3)C(CCO)C2)ccc1OC (stereo unspecified),1,0.1,-9,0.3,9,-10,-19,-5,-9
COc1ccc(CN2C(=O)CSC2c2ccncc2)cc1 (stereo unspecified),1,1.2,-6,2.2,14,-6,-14,3,-3
Cc1ccccc1C(=O)Nc1c(-c2cccs2)c(=O)c2ccccc2n1C,0,4.9,-4,0.2,3,-14,10,-7,-1
Brc1ccccc1OCCCn1cnc2ccccc21,6,2.3,0,0.4,24,-5,18,-5,-5
COC(=O)c1ccc(C2Nc3ccccc3NC3=C2C(=O)CC(C)(C)C3)cc1 (stereo unspecified),-1,4.8,7,0.9,28,-21,-2,-5,1
CCCNc1c(NC(C)=O)c(=O)oc2ccccc12,-2,0.0,-7,0.4,9,0,13,-7,-3
CC(C)OCCCNC(=O)c1ccc(NS(C)(=O)=O)cc1,1,-0.2,-4,0.4,22,1,-17,-22,-3

(continued)
Molecule,TAAR1 agonist,M1 ag parental,OXTR potentiate,V1R ag counter,M1 PAM parental,CHO parental Ca,TAAR1 antag,CHO-K1 Ca antag,CHRM1 agonist
O=C(Nc1cccc(-c2ccc(N3CCCCC3)nn2)c1)C(F)(F)F,2,3.3,-5,-0.8,8,-20,3,-15,-4
COc1ccc(/C=N/NC(=O)c2ccccc2OCc2ccccc2)c(OC)c1,3,4.4,3,-0.3,30,-39,49*,6,-14
CC1(C)C(=O)NCCN1C(=O)c1ccc2nc(Cc3ccccc3F)oc2c1,2,3.4,-10,7.6,10,-6,-7,-7,1
COCCNC(=O)c1cc2c(=O)n(C)c3ccccc3c2n1C,2,1.3,-4,-0.1,4,1,12,-7,0
C=CCNC(=O)CN(c1cccc(Br)c1)S(C)(=O)=O,1,0.0,-7,0.1,5,-11,-13,3,-2
COc1ccc(CN(C)C(=O)C23CC4CC(CC(Cl)(C4)C2)C3)c(OC)c1OC,-2,0.9,-11,1.1,4,-3,1,-15,-6
O=C(NNc1ccccc1[N+](=O)[O-])Nc1ccc(F)cc1,42*,3.1,-10,-0.1,19,-15,15,-11,5
COc1cccc(CNC(=O)C2CCCN(c3cnccn3)C2)c1 (stereo unspecified),4,0.1,-8,-0.3,2,-21,-15,-11,-2

Of the compounds above, these contain four or more nitrogen atoms:
Molecule,TAAR1 agonist,M1 ag parental,OXTR potentiate,V1R ag counter,M1 PAM parental,CHO parental Ca,TAAR1 antag,CHO-K1 Ca antag,CHRM1 agonist
C=CCn1c(C)nnc1SCC(=O)c1[nH]c(C)c(C(C)=O)c1C,1,0.5,5,1.1,11,-2,-21,-13,-4
Cc1ccnc(NC(=O)CCC(=O)N(CC(=O)NC2CCCCC2)C2CCCC2)c1,-1,0.8,-5,-0.5,13,5,-8,-7,-1
CC1CCN(Cc2nnnn2CCCC(=O)N(C)C2CCOC2)CC1 (stereo unspecified),8,3.7,-1,-0.2,17,-14,-15,-12,-4
O=C(Nc1cccc(-c2ccc(N3CCCCC3)nn2)c1)C(F)(F)F,2,3.3,-5,-0.8,8,-20,3,-15,-4
O=C(NNc1ccccc1[N+](=O)[O-])Nc1ccc(F)cc1,42*,3.1,-10,-0.1,19,-15,15,-11,5
COc1cccc(CNC(=O)C2CCCN(c3cnccn3)C2)c1 (stereo unspecified),4,0.1,-8,-0.3,2,-21,-15,-11,-2

High-throughput results from PubChem BioAssay.
